GLS inh = qHTS for Inhibitors of Glutaminase (GLS). Potency, µM (titrated, usually from 45.5 µM), for the others: top-dose activity change, negative = inhibition, actives largely listed as inhibitors. Glutaminase kidney isoform, mitochondrial (Homo sapiens), O94925. GLS enzymatic activity, qHTS titration. 410,000 compounds, 0.21% hits; active means well fitted inhibition curve with a large enough effect; inconclusive means small, poorly fitted or top-dose-only effect, or another doubt; inactive means no such curve, though single readings can be large or run the other way; further: potency means the concentration at half of the fitted maximal effect
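Two-point fluorescence kinetic (t0, 30 min RT) for hKGA; glutamate detected via glutamate oxidase–HRP–Amplex Red. Substrate: 1 mM L-glutamine solution; buffer 45 mM KH2PO4, pH 8.2.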
PI4K2A inh = qHTS for small molecular inhibitors of PI4K2A | activity change, negative = inhibition, % at 76.9 µM | AID 1346378, 2018 | 420,000 compounds, 0.13% hits | purified PI4K2A, ADP-Glo luminescence, 1 h; hits give low values | Phosphatidylinositol 4-kinase type 2-alpha (Homo sapiens), Q9BTU6; in the data active means activity change below about -50%; inconclusive means mostly about -30% to -49%;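 further: -100% = wells without enzyme as full effect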
Target sequence (Q9BTU6 whole entry, looked up): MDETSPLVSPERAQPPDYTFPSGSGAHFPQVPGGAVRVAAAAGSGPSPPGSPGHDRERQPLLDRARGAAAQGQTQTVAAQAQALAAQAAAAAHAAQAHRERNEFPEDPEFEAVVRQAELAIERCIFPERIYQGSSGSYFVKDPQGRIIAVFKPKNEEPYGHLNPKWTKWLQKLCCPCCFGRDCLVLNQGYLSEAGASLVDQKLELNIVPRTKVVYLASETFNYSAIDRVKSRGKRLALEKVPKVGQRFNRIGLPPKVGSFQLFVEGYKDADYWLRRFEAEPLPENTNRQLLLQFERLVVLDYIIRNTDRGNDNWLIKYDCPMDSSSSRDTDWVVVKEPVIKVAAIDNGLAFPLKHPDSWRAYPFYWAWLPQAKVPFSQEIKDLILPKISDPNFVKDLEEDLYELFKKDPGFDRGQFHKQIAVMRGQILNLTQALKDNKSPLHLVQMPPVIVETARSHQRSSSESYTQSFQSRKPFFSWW
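ADP-Glo luminescence measured ADP generated by PI4K2A enzyme (4 ug/mL before mixing) with 1.2 mM PI substrate (pre-mix) and 300 microM ATP (pre-mix). Tris pH7.5 buffer with MgCl2, Triton X-100; 1 h reaction at ambient temperature.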
* hit, by the source's call; ? = inconclusive; [ ] = another dose, or the depositor's remark. Unless noted, on the % scale 0 is the no-effect control and ±100 the full control effect. Some of the compounds tested (hit frequency here may not be typical).

A first look:
SMILES	GLS inh	PI4K2A inh
CC1(C(=O)NCCC(F)(F)F)Cc2c(-c3cccc(C(F)(F)F)c3)ccnc2O1 (centres undefined)	6%	-1
CCOC(=O)c1ccc(-n2cnc(-c3ccc([N+](=O)[O-])cc3)c2)cc1	0%	-1
OC[C@@H]1CN(Cc2ccco2)C[C@H](n2cnc3c(NCc4ccncc4)ncnc32)O1	0%	0
CC1=C(C(=O)N(C(C)C)C(C)C)CC(CC(=O)NCCCCc2ccccc2)C(=O)N1Cc1ccc(C(C)(C)C)cc1 (centres undefined)	5%	14
OC(c1ccc(F)c(F)c1)c1nc(-c2csc3ccccc23)cs1 (centres undefined)	6%	2

All compounds of this part (from the top)
SMILES	GLS inh	PI4K2A inh
CC1(C(=O)NCCC(F)(F)F)Cc2c(-c3cccc(C(F)(F)F)c3)ccnc2O1 (centres undefined)	6%	-1
CCOC(=O)c1ccc(-n2cnc(-c3ccc([N+](=O)[O-])cc3)c2)cc1	0%	-1
OC[C@@H]1CN(Cc2ccco2)C[C@H](n2cnc3c(NCc4ccncc4)ncnc32)O1	0%	0
CC1=C(C(=O)N(C(C)C)C(C)C)CC(CC(=O)NCCCCc2ccccc2)C(=O)N1Cc1ccc(C(C)(C)C)cc1 (centres undefined)	5%	14
OC(c1ccc(F)c(F)c1)c1nc(-c2csc3ccccc23)cs1 (centres undefined)	6%	2
COc1ccc(-c2csc(C(C)(NC(C)=O)c3ccccc3)n2)cn1 (centres undefined)	2%	-1
COc1ccc(-c2ccc(C(=O)Nc3cccc(F)c3)c3occc23)c(C)c1	-9%	-3
C[C@H](O)[C@@H]1CN2CCc3c([nH]c4ccccc34)[C@@H]2C[C@@H]1N(C)C(=O)c1ccco1	4%	1
CC(=O)Nc1cc(-c2ccc(N3CCN(C)CC3)cc2)cn2c(-c3ccccc3)cnc12	-4%	-3
O=C(Nc1ccccc1)c1cc(C2COCCN2C(=O)c2cccs2)on1 (centres undefined)	2%	1
CC(C)(C)Cc1c(-c2cccc(Br)c2)nc2ccc(Br)cn12	-3%	-6
CC(C)C[C@H]1CN(CCCC[C@@H]2CNC(=O)C(=O)N2CC2CCCCC2)C(=O)C(=O)N1CCc1ccc(O)cc1	-6%	3
COCCN1C(=O)CCC1(C)C(=O)Nc1ccc2c(c1)OCCO2 (centres undefined)	4%	6
CN(Cc1ccccc1)C(=O)[C@@H]1CCCN1C(=O)[C@@H]1CCCN1C(=O)c1cccc(Cl)c1	-21%	4
CC(=O)Nc1cccc(-c2ccnc3c2CC(C)(C(=O)Nc2ccc(Cl)c(C(F)(F)F)c2)O3)c1 (centres undefined)	-14%	3
COc1cc(CN2C[C@@H](CO)O[C@@H](n3cnc4c(NCc5ccco5)ncnc43)C2)cc(OC)c1OC	-6%	4
COc1cc(NC(=O)c2ccc(-c3c(C)noc3C)c3ccoc23)cc(OC)c1OC	22%	2
O=C1NCCN1CCNc1nc(NCC2CC2)nc2cc(-c3ccccc3)sc12	14%	-1
CC(C)C1Cc2[nH]c(=S)[nH]c(=O)c2C(c2ccc(Cl)cc2)O1 (centres undefined)	-4%	-1
CC(C)C[C@H](NC(=O)CC[C@H]1O[C@@H](n2ccc(=O)[nH]c2=O)[C@H](O)[C@@H]1O)C(=O)O	2%	-1
COc1ccc(NC(=O)C2(C)Cc3c(-c4ccccc4)ccnc3O2)cc1OC (centres undefined)	-7%	1
Cn1c(=O)c2c(-c3ccccc3)n(-c3ccc(N)cc3)cc2n(C)c1=O	12%	?
CC(C)C[C@H]1CNC(=O)C(=O)N1C[C@H]1CCCN1C[C@H](CC(C)C)N1C[C@H](CC(C)C)N(CCc2ccccc2)C(=O)C1=O	9%	1
O=C(NCc1ccc(C(F)(F)F)cc1)c1cccc2c(-c3ccc(F)c(F)c3)coc12	0%	5
Cc1nc(C(F)(F)F)ccc1C(=O)N1CCCC1(C)C(=O)NCC(C)C (centres undefined)	9%	4

Single records (already shown):
COCCN1C(=O)CCC1(C)C(=O)Nc1ccc2c(c1)OCCO2 (centres undefined) in the list: GLS inh = 4%; PI4K2A inh = 6
Cn1c(=O)c2c(-c3ccccc3)n(-c3ccc(N)cc3)cc2n(C)c1=O in the list: GLS inh = 12%; PI4K2A inh = ?
CN(Cc1ccccc1)C(=O)[C@@H]1CCCN1C(=O)[C@@H]1CCCN1C(=O)c1cccc(Cl)c1 in the list: GLS inh = -21%; PI4K2A inh = 4

Next part
SMILES	GLS inh	PI4K2A inh
CCCCC[C@H]1CCCCC[C@@H](O)C[C@@H](O)[C@@H](O)/C=C/C(=O)O1	-20%	12
CC(=O)N1Cc2cc(C(=O)NCC(F)(F)F)nc(-c3cccc(-c4cccnc4)c3)c2[C@@H]1CCO	9%	-11
COC(=O)[C@@]1(Cc2ccc(F)cc2)[C@H]2c3cc(C(=O)N(C)C)n(CCN4CCOCC4)c3C[C@H]2CN1C(=O)c1ccccc1	-11%	-2
CCCS(=O)(=O)NC(=O)C1(C)CCCN(C(=O)c2cccc3ccccc23)C1 (centres undefined)	8%	-3
Cc1ccc(NC(=O)C2c3ccccc3-c3ccccc32)cc1	6%	0
Cc1ccccc1Cn1c(C)c(C(=O)NCC(C)C)sc1=O	-1%	-2
CC(C)(C)n1c(O)c2n(c1=O)Cc1ccccc1N=C2c1ccccc1	-11%	0
CC1(C(=O)NS(=O)(=O)C2CC2)CCCN(C(=O)c2ccc3ccccc3c2)C1 (centres undefined)	6%	-4
COC(=O)[C@@]1(Cc2ccc(F)cc2)[C@H]2c3cc(C(=O)N(C)C)n(Cc4ccc(S(C)(=O)=O)cc4)c3C[C@H]2CN1C(=O)c1ccccc1	-9%	3
OCC[C@@H]1C[C@H](O)[C@@H](O)[C@@]2(OCCCc3cc(Cl)ccc32)O1	-3%	-1
COC(=O)c1ccc2nc(-c3ccccc3)c(Cc3ccccc3OC)n2c1	-6%	0
O=[N+]([O-])c1nccn1CC(O)CO (centres undefined)	-3%	-4
CC(C)C[C@H]1CN(CCCC[C@H]2CNC(=O)C(=O)N2CCc2ccc(O)cc2)C(=O)C(=O)N1CCc1ccc(O)cc1	-4%	5
CCN(CC)C(=O)c1ccc2nc([C@@H]3O[C@H](CO)[C@H](O)[C@H](O)[C@H]3O)[nH]c2c1	-12%	-2
CC1(C(=O)NS(=O)(=O)c2ccc(F)cc2F)CCN1C(=O)Cc1ccccc1 (centres undefined)	-12%	0
Nc1ncnc2c1ncn2[C@@H]1O[C@H](CNC(=O)[C@H](N)Cc2cccnc2)[C@@H](O)[C@H]1O	-5%	-7
CCOC1=C2[C@H](c3ccc(CC)cc3)N(S(=O)(=O)c3ccc(C)cc3)C[C@H]2n2c(=O)n(-c3ccccc3)c(=O)n2C1	-2%	-7
CCc1nc2c(OCC(=O)C(C)(C)C)cccn2c1N(C)C(=O)C(C)C	5%	5
CCCC(=O)N1CCC1(C)C(=O)Nc1cc(C)ccc1C (centres undefined)	15%	-2
CC(C)[C@@H]1Cc2[nH]c(=O)[nH]c(=O)c2[C@H](c2ccc(F)cc2)O1	-10%	0
COc1cc(-c2cnc3c(NC=O)cc(-c4ccc(N5CCN(C)CC5)cc4)cn23)cc(OC)c1OC	16%	-11
Cc1cc(C)cc(C(O)c2ncc(-c3ccccc3C)[nH]2)c1 (centres undefined)	1%	0
CC(C)NC(=O)C1(C#N)C=C1c1ccccc1 (centres undefined)	-6%	4
COc1ccc(C(c2nnnn2-c2c(C)cccc2C)N2CCN(C/C=C/c3ccccc3)CC2)cc1 (centres undefined)	-14%	3
CC(=O)Nc1cccc(-c2ccnc3c2CC(C(=O)NCc2ccncc2)O3)c1 (centres undefined)	7%	-5
Additional structures.
SMILES	GLS inh	PI4K2A inh
COc1ccc(-c2nc3ccc(Cl)cn3c2Cc2ccccc2)cc1OC	6%	-3
CC(=O)C(=Cc1ccc(Cl)cc1)C(=O)c1ccccc1	-28%	17
COc1ccc(Cl)cc1-c1cc(C(=O)Nc2ccc(C(C)(C)C)cc2)[nH]n1	2%	-2
c1ccc(OCCNc2ccn3nc(-c4ccccc4)cc3n2)cc1	4%	1
O=S1(=O)CC(N2CCN(CCO)CC2)CN1Cc1cn(Cc2ccc(C(F)(F)F)cc2)nn1 (centres undefined)	?	0
COc1ccc(-c2cc3c(c4c2ccn4C)C2CCC3C2)cc1 (centres undefined)	2%	0
Cc1cc2nc(-c3nnnn3-c3c(C)cccc3C)c(=O)[nH]c2cc1C	-2%	3
CN1CCN(c2ccc(CNC(=O)c3ccc(-c4ccc(F)c(F)c4)c4ccoc34)cc2)CC1	22%	7
Cc1cccc(C)c1Cn1c(C)c(C(=O)NCc2cccc(Cl)c2)sc1=O	-15%	-3
CNc1nc(NCCCN2CCCC2=O)c2sccc2n1	9%	-3
COCCCN1C(=O)C(CC(=O)NCc2ccco2)CC(C(=O)N(C(C)C)C(C)C)=C1C (centres undefined)	-1%	1
Cc1cccc(C)c1NC(=O)C(c1ccccc1)N1CCC(Cc2ccccc2)CC1 (centres undefined)	11%	-6
O=C(Nc1ccc(Oc2ccccc2)cc1)c1csc([C@@H]2O[C@H](CO)[C@H](O)[C@H](O)[C@H]2O)n1	18%	0
CN1OC[C@@H]2CN(S(=O)(=O)c3cccc4ccccc34)[C@H](c3ccc(N4CCCCC4)cc3)C[C@@H]21	51%[activator]	1
C[C@H]1CN([C@@H](C)CO)C(=O)CCCn2cc(nn2)CO[C@@H]1CN(C)C(=O)Nc1ccc(-c2cccs2)cc1	6%	2
CCOC(=O)[C@]12CCCC=C1N(Cc1ccc3c(c1)OCO3)C(=O)[C@H](CC(=O)N1CCC(c3ccccc3)CC1)C2	-5%	-1
COc1ccc(C(C)C)cc1-c1cccc2nncn12	-2%	-2
CCOc1cc2c(c3c1C(c1ccccc1)N(S(=O)(=O)c1ccc(C)cc1)C3)C(=O)C=CC2=O (centres undefined)	?	-12
Cn1c(NCc2ccccc2F)nc2cc(-c3cccc(C(F)(F)F)c3)sc2c1=O	0%	-5
COc1ccc(Cl)cc1CC1(C)C(=O)Nc2ccc(S(=O)(=O)NC3CCCCC3)cc21 (centres undefined)	-2%	0
COc1cccc(-c2cnc(C(O)c3ccc(C)cc3)[nH]2)c1 (centres undefined)	1%	-3
CCCCNC(=O)C1(C)CCCCN1Cc1ccccc1-c1ccccc1 (centres undefined)	-12%	3
OC[C@@H]1CN(Cc2ccc(F)cc2)C[C@H](n2cnc3c(NC4CCCC4)ncnc32)O1	0%	-2
O=C(Nc1ccccc1Cl)c1cc(C2CCCN(C(=O)C3CCCCC3)C2)on1 (centres undefined)	0%	0
CC(C)(CO)CNc1ccn2nccc2n1	-3%	-5
(more compounds)
SMILES	GLS inh	PI4K2A inh
COc1ccc(-c2nc3c4ccccc4ccn3c2Cc2ccccc2)cc1OC	4%	-8
CC(=O)N1CCN(Cc2cc(=O)oc3cc(C)ccc23)CC1	2%	0
COCCNC(=O)C1(C)CCN(C(=O)c2cc(-c3ccccc3)cs2)C1 (centres undefined)	0%	0
Cn1c(=O)c2cc(NC(=O)Cc3ccccc3F)ccc2n1-c1ccc(C(C)(C)C)cc1	5%	3
CN1CCN(c2ccc(-c3cccc4nccn34)cn2)CC1	6%	1
COC(=O)[C@@]1(C(C)C)N=C(c2cc(OC)c(OC)c(OC)c2)[C@]2(O1)C(=O)Nc1ccc(F)cc12	-5%	-1
C=CCCC(=O)N1C[C@H]2CCN(C)[C@H]2C[C@H]1c1ccc(Br)cc1	5%	1
O=C1Nc2ccccc2N=C(c2ccc3c(c2)OCO3)C1N(C(=O)c1ccc2ccccc2c1)C1CC1 (centres undefined)	-2%	-2
COc1cccc(C(NC(=O)C2CCN(CCCOc3ccccc3)CC2)c2ccccn2)c1 (centres undefined)	-5%	5
CCCCc1ccc(S(=O)(=O)NC(=O)C2(C)CCN2C(=O)c2ccccc2)cc1 (centres undefined)	4%	0
COc1ccc(-c2ccc(C(=O)Nc3cccc(C(C)=O)c3)c3occc23)c(C)c1	0%	0
CN(C)c1ccc(-c2csc(C(C)(O)c3cccc(F)c3)n2)cc1 (centres undefined)	14%	0
COC(=O)[C@]12CCCCC=C1N(Cc1ccc(Cl)cc1Cl)C(=O)[C@H](CC(=O)NCc1ccc(C)o1)C2	-13%	0
CCC(c1nnnn1-c1ccc2c(c1)OCCO2)N1CCN(c2ccccc2)CC1 (centres undefined)	25%	-2
CC(=O)c1ccc(N2CCN(S(=O)(=O)c3ccc4c(c3)CCC(=O)N4)CC2)cc1	-7%	2
COc1cc(NCC2COc3c(ccc(OC)c3OC)C2=O)c([N+](=O)[O-])cc1OC (centres undefined)	5%	-2
CCCCNC(=O)C[C@@H]1C[C@@]2(C(=O)OCC)CCC=C2N(Cc2ccc(Cl)cc2Cl)C1=O	13%	-2
Cc1nn(-c2ccccc2)c(-c2ccccc2[N+](=O)[O-])c1CC#N	2%	0
COc1cccc(C(NC(C)=O)c2nc(-c3ccncc3)cs2)c1 (centres undefined)	-2%	1
CN(C)c1ccc(-c2ccnc3c2CC(C)(C(=O)NCc2ccccc2)O3)cc1 (centres undefined)	13%	-1
COc1cccc(CNC(=O)[C@@H]2CCCN2C(=O)[C@H]2CCCCN2C(=O)c2cccc(Cl)c2)c1	0%	2
COc1ccc(S(=O)(=O)N2CCC[C@@H]2C(=O)N2CCC[C@H]2C(=O)NCc2ccncc2)cc1C	-13%	5

Source: PubChem BioAssay
